High-throughput results deposited in PubChem by Sanford-Burnham Center for Chemical Genomics.
MIN6 prolif – induces beta-cell replication in MIN6 cells. MIN6 cells proliferation, ATPlite luminescence, 48 h; cells starved in 0.2% serum; 100% = growth in 10% serum. proliferation, % at 10 µM. actives 0.29% (n = 330,000). AID 2380;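 active means compounds whose signal lies at least 3.5 SD above the mean of all wells on their plate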;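 further: 0% = DMSO-treated cells in low-serum medium and 100% = 10% serum control; some compounds called inactive have numbers as strong as hits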
A3A deaminase – inhibitors of human APOBEC3A DNA deaminase; P31941; recombinant A3A, FAM/TAMRA ssDNA deamination fluorescence; inhibition, % at 20 µM; actives 0.41% (n = 330,000); AID 493011;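 active means at least 40% inhibition at 20 µM here, with at most 30% in a related deaminase screen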;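 further: plate controls were A3A with DMSO for no effect and wells lacking A3A enzyme for full effect; some results filed as inactive read as strong as hits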
Target sequence (P31941 whole entry, looked up): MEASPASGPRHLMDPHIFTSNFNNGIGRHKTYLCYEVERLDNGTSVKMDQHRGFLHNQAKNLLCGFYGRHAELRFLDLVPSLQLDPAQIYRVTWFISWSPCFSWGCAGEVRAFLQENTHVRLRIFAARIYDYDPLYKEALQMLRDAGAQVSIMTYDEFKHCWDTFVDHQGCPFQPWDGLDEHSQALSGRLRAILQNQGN
mIAP activ – increases mouse intestinal alkaline phosphatase activity; muIAP, CDP-Star luminescence, 30 min; stronger effect = higher value; 1 = vehicle-only enzyme signal, 0 = enzyme-free wells; activation factor at 10 µM; actives 0.24% (n = 330,000);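 active means activation factor of at least 2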; further: the source names both 10 and 20 µM as test concentration; values of inactives mirror those of a sister screen read the other way
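Assay system: mouse IAP enzyme; Reagent: CDP-Star chemiluminescent phosphatase substrate; Compound: DMSO-dissolved test compounds; Incubation: 30 min, room temperature; Technique: luminescence from enzymatic CDP-Star hydrolysis; Controls: DMSO-only wells and no-enzyme negative control.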
A3G deaminase – blocks human APOBEC3G single-stranded DNA deamination; Q9HC16; recombinant A3G, ssDNA deamination FAM/TAMRA fluorescence; inhibition, % at 20 µM; actives 0.28% (n = 330,000); AID 493012;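 active means inhibition of at least 40% at 20 µM, with no more than 30% in the related APOBEC3A deaminase screen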;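 further: plate controls were DMSO wells with A3G for no effect and wells lacking A3G enzyme for full effect; some compounds called inactive have numbers as strong as hits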
Target sequence (Q9HC16 whole entry, looked up): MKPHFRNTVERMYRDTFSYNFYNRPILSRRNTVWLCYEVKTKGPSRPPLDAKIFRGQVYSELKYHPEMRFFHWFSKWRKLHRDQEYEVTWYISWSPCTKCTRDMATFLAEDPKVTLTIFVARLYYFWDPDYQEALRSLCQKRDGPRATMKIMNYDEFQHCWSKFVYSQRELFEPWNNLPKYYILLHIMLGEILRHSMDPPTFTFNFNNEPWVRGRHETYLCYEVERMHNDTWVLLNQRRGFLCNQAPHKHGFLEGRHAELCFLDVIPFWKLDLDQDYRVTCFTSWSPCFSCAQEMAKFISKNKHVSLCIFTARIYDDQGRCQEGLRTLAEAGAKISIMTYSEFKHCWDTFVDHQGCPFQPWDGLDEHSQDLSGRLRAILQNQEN
NLRP3 yeast inh – NALP3 inhibition in yeast | Yeast reconstituted NLRP3/ASC/caspase-1, beta-gal luminescence, 24 h | inhibition, % at 10 µM | actives 0.39% (n = 330,000) | AID 2825;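 active means inhibition of 50% or more; inactive means inhibition below 50%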;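 further: plate controls were induced DMSO wells for no effect and uninduced yeast grown without galactose for full effect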
mIAP block – blocks mouse intestinal alkaline phosphatase; actives 0.2% (n = 330,000); inhibition, % at 10 µM; AID 2806; purified mouse IAP, CDP-Star luminescence, 30 min;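 active means inhibition of at least 40% at 10 µM in the primary screen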;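 further: plate controls were DMSO with enzyme for no effect and no enzyme wells for full effect; values of inactives mirror those of a sister screen read the other way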
tim10-1 inh – inhibits growth of tim10-1 mutant yeast; S. cerevisiae tim10-1 ts strain growth, BacTiter-Glo, 24 h; inhibition, % at 20 µM; actives 2.2% (n = 330,000); AID 463190;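 active means inhibition of at least 40%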;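 further: mutant grown at 25 °C; 0% = DMSO wells with yeast and 100% = wells holding no yeast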
TIM10 inh – growth inhibitors of TIM10 yeast strain; S. cerevisiae TIM10 strain growth, BacTiter-Glo luminescence, 24 h; inhibition, % at 10 µM; actives 1.4% (n = 330,000); AID 463195;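 active means inhibition of 40% or more at the single tested concentration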;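 further: wild-type TIM10 isogenic control strain grown at permissive 25 °C; 0% = DMSO yeast wells and 100% = minimal medium wells without yeast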
hIAP block – human IAP inhibition; inhibition, % at 10 µM; P09923; actives 0.12% (n = 330,000); purified IAP, CDP-Star luminescence, 30 min; AID 2544;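 active means inhibition reaching a set limit with compound at 10 µM in the primary screen, cut at about 35% in these data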;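 further: plate controls were DMSO wells with enzyme for no effect and no-enzyme buffer wells for full effect; values of inactives mirror those of a sister screen read the other way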
Starred values were filed as active, the others as inactive.

smiles	NLRP3 yeast inh	TIM10 inh	mIAP block	tim10-1 inh	A3A deaminase	mIAP activ	A3G deaminase	hIAP block	MIN6 prolif
CCCc1cc(N2CCCC(C(=O)NCC)C2)n2ncnc2n1 (stereo not drawn)	-23	0	5	12	0	0.95	-6	7	0
CSc1nc(-c2ccco2)cc(C(F)(F)F)c1C#N	-11	10	4	13	17	0.96	3	-2	1
CCOc1ccc(CN(C)C(=O)c2cccnc2SC)cc1OC	7	-9	8	3	2	0.92	-3	2	-2
CN(C)S(=O)(=O)c1ccc(S(=O)(=O)N(Cc2ccco2)Cc2ccccc2Cl)cc1	6	5	3	9	-1	0.97	-5	8	1
Cc1cccn2c(=O)c3cc(C(=O)NCCN4CCOCC4)c(=N)n(Cc4ccc(F)cc4)c3nc12	10	11	2	0	1	0.98	-1	2	-8
O=C(Nc1ccccc1C(F)(F)F)N1CCCC1c1cccnc1 (stereo not drawn)	-7	9	-3	9	-3	1	-5	6	2
Cc1cc(C(=O)COC(=O)CNC(=O)c2ccco2)c(C)n1Cc1ccco1	5	13	4	13	6	0.96	-2	0	-2
O=C(N/N=C/c1ccco1)C1CC1	0	0	-11	8	2	1.1	5	-3	0
CC(=O)c1c(O)c2ccccc2n(C)c1=O	35	26	-10	20	-6	1.1	-4	3	-5
O=C(c1cccc(F)c1)N1CCN(c2cccc(Cl)c2)CC1	-21	10	10	22	-6	0.9	-7	9	-2
O=C(O)CC1S/C(=N/N=C/c2ccc(-c3ccccc3[N+](=O)[O-])o2)NC1=O (stereo not drawn)	-5	9	28	10	10	0.72	4	10	-3
CC(=O)c1ccc(S(=O)(=O)Nc2cc3c(cc2C(C)=O)OCO3)cc1	19	-3	-1	-19	3	1	1	8	-3
COc1cccc(C(O)c2nc3ccccc3n2C(C)C)c1OC (stereo not drawn)	-6	-13	-4	16	-6	1	-10	-25	-3
Cc1[nH]nc(SCC(=O)Nc2ccc(C#N)cc2)c1[N+](=O)[O-]	17	-6	-5	17	0	1	-6	3	0
Cc1ccc(S(=O)(=O)N(C)Cc2cc3cc(C)ccc3[nH]c2=O)cc1	-9	-3	3	18	-1	0.97	0	-4	-2
Cc1ccc(-c2nc(-c3ccncc3)no2)cc1Cl	2	6	4	-3	-2	0.96	-6	6	-3
COC(=O)C1=C(C)N(Cc2ccccc2)C(=O)N[C@H]1c1cccs1	5	0	-1	17	2	1	-3	12	7
CCOc1ccc(NC(=O)c2ccccc2C(=O)c2ccccc2)cc1OCC	18	1	-4	12	-3	1	-7	-31	-1
COc1cccc(C(CNC(=O)C(c2ccccc2)c2ccccc2)N(C)C)c1 (stereo not drawn)	2	6	-2	17	-2	1	-7	-15	-3
Cc1cc(=O)oc2cc(NC(=O)c3cccc(Br)c3)ccc12	8	5	0	14	4	1	13	-14	-2
CCOc1ccc(CN2CCN(Cc3c[nH]c4ccccc34)CC2)cc1	19	-11	-2	7	-2	1	-6	1	-7
COc1ccc2nc(N3CCCCC3)c(/C=C3\SC(=S)NC3=O)cc2c1	25	22	19	22	1	0.81	-5	-28	-4
Cn1nc(C(=O)NCc2ccccc2)c2ccccc2c1=O	4	9	6	24	2	0.94	0	-9	-1
CCOc1ccc(Nc2nc(Cc3nnc(SCC(=O)NCc4ccco4)n3CC)cs2)cc1	10	17	-2	17	-4	1	-6	3	1
O=C(Nc1c2n(c(=S)n(-c3ccccc3)c1=O)CCCCC2)c1ccccc1	3	2	5	8	-1	0.95	-3	13	4

Rewritten with two lines to a compound: two of the compounds above.
Below each compound: NLRP3 yeast inh	TIM10 inh	mIAP block	tim10-1 inh	A3A deaminase	mIAP activ	A3G deaminase	hIAP block	MIN6 prolif
- COc1cccc(C(CNC(=O)C(c2ccccc2)c2ccccc2)N(C)C)c1 (stereo not drawn)
  2	6	-2	17	-2	1	-7	-15	-3
- Cc1cc(=O)oc2cc(NC(=O)c3cccc(Br)c3)ccc12
  8	5	0	14	4	1	13	-14	-2

Next section:
smiles	NLRP3 yeast inh	TIM10 inh	mIAP block	tim10-1 inh	A3A deaminase	mIAP activ	A3G deaminase	hIAP block	MIN6 prolif
CN1CCC(Oc2ccccc2Sc2ccc(C(F)(F)F)cc2)CC1	18	11	6	20	-1	0.94	-2	16	0
Cc1ccc(S(=O)(=O)/N=C(/NC(=S)Nc2cccc(C)c2)c2ccccc2)cc1	14	18	22	38	1	0.78	10	-4	-1
COc1ccc(-c2cc(-c3ccc(Br)cc3)nc3ncnn23)cc1OC	12	35	4	20	-5	0.96	-4	3	1
CCOc1ccc(N2C(=O)CN(CC(=O)OC)C2=S)cc1	-13	9	-7	5	0	1.1	-5	11	-2
O=C1c2ccccc2CCC1C(O)c1ccccn1 (stereo not drawn)	12	20	0	35	-2	1	-1	4	-3
O=C(CCCCC(=O)NCCCc1ccccc1)NCCCc1ccccc1	8	-14	-12	-8	-3	1.1	-5	-13	1
NC(=O)N/N=C/C=C/c1ccc(F)cc1	19	-1	-4	4	1	1	3	5	-3
CSc1ccc(CN2CCC(Oc3cccc(C(=O)N4CCCC4)c3)CC2)cc1	13	-37	3	-21	-3	0.97	-7	-18	0
COCCn1c(SCC(=O)N2CC(=O)Nc3ccccc32)nc2ccccc21	10	0	0	5	-1	1	-11	1	2
CN1CCN(C(=O)/C=C/c2cccc(Cl)c2)CC1	10	5	8	5	-7	0.92	9	-3	-1
CCCOc1ccc(C(CC(=O)O)NC(=O)c2sc3ccccc3c2Cl)cc1 (stereo not drawn)	10	12	1	-2	1	0.99	-1	6	-3
CC(C)CC1(C)NC(=O)N(CC(=O)Nc2ccc3c(c2)CCC3)C1=O (stereo not drawn)	16	-7	-14	-3	-1	1.1	-6	-9	-4
FC(F)(F)c1ccc(Sc2n[nH]c(C(F)(F)F)n2)nc1	-11	11	-7	3	-2	1.1	-9	1	-3
CC(NC(=O)OC(C)(C)C)C(=O)Oc1ccc2ccc(=O)oc2c1 (stereo not drawn)	-9	9	4	17	-1	0.96	-2	24	-2
C/C(=N/NC(=O)c1sc(NS(=O)(=O)c2ccccc2)nc1C)c1ccccc1	-3	-5	3	8	-1	0.97	-1	5	-1
Cc1cccc(NC(=O)C2(c3ccccc3)CC2(Cl)Cl)c1 (stereo not drawn)	-3	23	-24	39	-1	1.2	-1	1	-3
Cc1cccn2cc(CSc3nnc(Nc4ccc(C(C)C)cc4)s3)nc12	16	17	-4	45*	-2	1	-5	-12	2
COC(=O)c1sc(=S)n(-c2cc(F)ccc2F)c1N	12	-5	24	3	8	0.76	39	24	-1
COc1ccc(-c2noc(Cc3ccc(Cl)cc3)n2)cc1OC	1	2	7	13	-3	0.93	-2	20	0
Cc1ccc(CNC(=O)c2ccc(Cl)cc2[N+](=O)[O-])cc1	22	14	-9	25	-3	1.1	-6	-14	2
CCOC(=O)c1sc(Nc2ccc(C)cc2C)nc1C	19	63*	-8	48*	-4	1.1	-8	-27	-1
O=C(Nc1nnc(COc2ccc(F)cc2)s1)c1ccco1	32	22	2	20	-3	0.98	-8	-8	-1
CC1(C)C(=O)C2(CCCCC2)C(=O)OC1c1ccc(O)cc1 (stereo not drawn)	31	44*	-4	46*	4	1	-1	2	2
CC(=O)/C(C#N)=C1\NC(=O)C(Cc2ccc(C)c(Cl)c2)S1 (stereo not drawn)	5	16	7	4	1	0.93	-5	6	-2
CCOc1ccc(Nc2ccnc3cc(Cl)ccc23)cc1	35	-14	-2	-10	5	1	-2	-10	-3

smiles	NLRP3 yeast inh	TIM10 inh	mIAP block	tim10-1 inh	A3A deaminase	mIAP activ	A3G deaminase	hIAP block	MIN6 prolif
Cn1ncc2c(Nc3ccc(Br)cc3)nc(Nc3ccc(Br)cc3)nc21	16	33	-13	57*	-3	1.1	-5	1	-5
CCOc1ccc(OCC)c(S(=O)(=O)NCCCN2CCOCC2)c1	9	-12	-7	7	-1	1.1	-3	-6	-4
COc1ccc(C(=O)Nn2c(SCC(=O)NCc3ccccc3)nc3ccccc3c2=O)cc1	1	-13	-2	20	-2	1	-3	-33	-3
O=C(Nc1ccc(Cl)cc1)Nc1ccc(-c2cnco2)cc1	22	-1	-105	0	0	2*	-6	6	-4
CCN(CC)CCNC(=O)c1cc2c(=O)n(C)c3ccccc3c2s1	8	-9	-3	-1	3	1	-5	13	-1
COc1ccsc1C(=O)N1CCN(Cc2ccc3c(c2)OCO3)CC1	12	-4	2	0	-2	0.98	-3	3	2
CCOc1ncccc1C(=O)NNC(=O)c1cccc(S(=O)(=O)Nc2ccccc2OC)c1	19	-5	7	0	0	0.93	15	12	9
Cc1cc2c(ncn2Cc2ccccc2)c(NS(C)(=O)=O)c1C	9	-29	1	-1	-6	0.99	-6	-10	-1
S=C(NCc1ccccc1)Nc1ccncc1	12	-2	-8	-6	0	1.1	-10	-8	-2
CCOCCCNC(=O)c1cc(Sc2ccc(C)cc2)nc2ccccc12	22	4	1	5	1	0.99	-4	15	0
CCCc1ccc(OCC(O)CN2CCN(C(=O)OCC)CC2)cc1 (stereo not drawn)	21	-9	4	-59	2	0.96	-2	-4	-2
CC(=O)N/C(=C\c1ccc(F)cc1)C(=O)OC(C)C	-9	2	1	4	0	0.99	-6	-4	-1
O=C(/C=C1\NC2(CCCC2)Cc2ccccc21)C(=O)N/N=C/c1ccccc1O	17	23	26	33	1	0.74	-13	-31	0
Cc1ccc(S(=O)(=O)N(CC2CO2)c2cccc([N+](=O)[O-])c2)cc1 (stereo not drawn)	9	22	6	13	-5	0.94	-14	14	-4
O=C1NCC(=O)N2C(c3ccccc3)c3[nH]c4ccccc4c3C[C@@H]12 (stereo partly drawn)	12	-11	-8	13	3	1.1	-2	0	-4
COc1ccc(C/C(C)=N/NC(=S)Nc2ccc(C)c(C)c2)cc1	-2	20	5	38	12	0.95	-2	5	-1
CSc1ccc(CCNC(=O)CSc2ccsc2[N+](=O)[O-])cc1	6	-2	14	13	4	0.86	2	-1	-2
CC(C)C(=O)Nc1cc(-c2nc3ncccc3o2)ccc1Cl	16	-3	-3	29	-4	1	-2	-10	1
CCOC(=O)CN1N=C(/C=C/c2ccc(C(C)C)cc2)CCC1=O	29	13	-2	17	2	1	10	4	-4
Fc1ccc(COc2cccc(-c3n[nH]c(=S)o3)c2)cc1	16	15	6	26	3	0.94	1	-24	0
Cc1cnc(SCc2cnc(C)nc2N)nc1	-5	24	0	22	-1	1	-7	4	-3
CCN(Cc1ccncc1)Cc1nc(CC2CC2)no1	-3	5	-6	4	3	1.1	-2	-6	-3
O=C(Nc1ccc(S(=O)(=O)N2CCCC2)cc1)c1cncc(Br)c1	17	9	-3	10	-6	1	-9	3	-4
Cc1ccc(Cn2c(CCNc3nc(-c4ccc(C)cc4)cs3)nc3cc(C(=O)NCCCO)ccc32)cc1	17	8	-1	17	-1	1	-2	-6	-5
CC(=O)c1ccc(NC(=O)Nc2ccncc2)cc1	12	6	1	-13	-2	0.99	-10	-21	2
O=C(NN1C(=O)C2C3C=CC(C4CC34)C2C1=O)c1ccc(Br)cc1 (stereo not drawn)	-17	19	-2	15	-3	1	-8	-2	-2
COc1ccc(CN(C)C(=O)c2ccncc2)c(OC)c1	14	-3	0	16	-3	1	5	12	-2
CCOC(=O)c1cccc(NC(=O)C(NS(=O)(=O)c2ccc3c(c2)CCN3C(C)=O)C(C)C)c1 (stereo not drawn)	1	6	5	6	-2	0.95	0	-2	0
